POLB inh = blocks human DNA polymerase beta activity; Potency, µM (titrated, usually from 114 µM), for inactives: top-dose activity change, negative = inhibition, hits mostly inhibitors; AID 485314; actives 1.3% (n = 340,000); Pol beta primer extension/strand displacement, fluorescence kinetic; P06746; further: potency means the concentration at half of the fitted maximal effect; on the % scale 0 is the no-effect control and ±100 the full control effect
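Values derive from four-parameter Hill fits of normalized kinetic data: reads at 0 and 10 min following addition of 50 nM substrate to 10 nM Pol beta preincubated 15 min with compound.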
APEX1 inh = APE1 (human) endonuclease inhibition; Potency, µM (doses to about 65.8 µM), without a hit: top-dose activity change, negative = inhibition, actives largely listed as inhibitors; actives 0.35% (n = 350,000); P27695; recombinant APE1, TAMRA/BHQ-2 abasic DNA cleavage fluorescence;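 further: potency means the concentration at half of the fitted maximal effect; plate controls were vehicle for no effect and reference inhibitor for full effect; nearly all actives have a fitted effect of over 55% in size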
Target sequence (P27695 whole entry, looked up): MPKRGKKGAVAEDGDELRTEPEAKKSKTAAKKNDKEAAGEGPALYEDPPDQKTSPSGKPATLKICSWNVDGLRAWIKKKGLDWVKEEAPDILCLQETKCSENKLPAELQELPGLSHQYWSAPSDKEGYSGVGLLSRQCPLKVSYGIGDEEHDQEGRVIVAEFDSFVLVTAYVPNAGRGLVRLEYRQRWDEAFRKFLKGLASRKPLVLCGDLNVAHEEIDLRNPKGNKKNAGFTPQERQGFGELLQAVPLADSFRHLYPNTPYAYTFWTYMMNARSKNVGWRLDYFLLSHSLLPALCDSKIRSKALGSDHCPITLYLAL
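0.75 nM APE1 + cpd, 15 min RT; start w/ 50 nM TAMRA/BHQ-2 THF-abasic dsDNA; kinetic fluor 525/598 nm ×3 reads @60 s; Δ(read3−read1); normalized to DMSO and NSC13755 control wells.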
RXFP1 antagonist = blocks the human relaxin receptor RXFP1 | activity change, negative = inhibition, % at 57.5 µM | Q9HBX9 | HEK293-RXFP1, relaxin-stimulated cAMP HTRF, 30 min; active compounds read low | actives 0.59% (n = 350,000);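 active means activity change of -60% or lower, but not beyond a set lower limit; inconclusive means change between -60% and -40%, or beyond the set limit; inactive means change above -40%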; further: on the % scale 0 is the no-effect control and ±100 the full control effect
BLM inh = Bloom syndrome helicase (human) inhibition | recombinant BLM DNA unwinding, fluorescence dequenching | Potency, µM (series often up to 56.1 µM), inactives show at the top dose activity change, negative = inhibition, actives largely listed as inhibitors | actives 0.2% (n = 350,000) | AID 2528;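 further: potency means the concentration at half of the fitted maximal effect; plate controls were vehicle for no effect and no enzyme for full effect; nearly all actives have a fitted effect of over 35% in size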
Pol kappa inh = DNA polymerase kappa (human) inhibition; purified Pol kappa, fluorescent DNA synthesis assay, 10 min; Potency, µM (doses to about 107 µM), inactives show at the highest dose activity, negative = inhibition, usual class: inhibitors; actives 0.53% (n = 400,000); AID 588579; further: potency means the concentration at half of the fitted maximal effect; on the % scale 0 is the no-effect control and ±100 the full control effect
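Enzyme at 10 nM met test compounds for 15 min at room temperature. Substrate addition (50 nM final) began the reaction, which was monitored by fluorescence at 0 and 10 min.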
POLH inh = blocks human DNA polymerase eta activity; recombinant Pol eta, fluorescent DNA replication assay; actives 1.2% (n = 390,000); Potency, µM (titrated, usually from 114 µM), for the others: at the top dose activity change, negative = inhibition, most hits filed as inhibitors; further: potency means the concentration at half of the fitted maximal effect; on the % scale 0 is the no-effect control and ±100 the full control effect
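Pol eta at 10 nM preincubated with compounds 15 min at room temperature; reaction started with fluorescent substrate (50 nM final) and read kinetically at 0 and 10 min.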
Tb PGK inh = blocks T. brucei phosphoglycerate kinase; P07378; PGK/GAPDH coupled, Kinase-Glo luminescence, 60 min; Potency, µM (titrated, usually from 57.5 µM), for inactives: top-dose activity change, negative = inhibition, actives largely listed as inhibitors; actives 0.043% (n = 380,000); AID 602233; further: potency means the concentration at half of the fitted maximal effect; on the % scale 0 is the no-effect control and ±100 the full control effect; nearly all actives have a fitted effect of over 60% in size
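Recombinant glycosomal PGK reaction used 1,3-bisphosphoglycerate generated in-well by GAPDH (100nM final) in 100mM TEA pH 7.6, 5mM MgCl2, 0.01% Tween-20. After 60 minutes at room temperature, ATP was read by Kinase-Glo Plus luminescence end-point.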
Apoferritin bind = binds horse apoferritin like a general anesthetic; apoferritin/1-aminoanthracene competitive binding, fluorescence; actives 0.074% (n = 350,000); Potency, µM (highest dose often 77.5 µM), for the others: at the highest dose activity change, negative = displacement, usual class: inhibitors; P02791; AID 485281; further: potency means the concentration at half of the fitted maximal effect; on the % scale 0 is the no-effect control and ±100 the full control effect; nearly all actives have a fitted effect of over 20% in size
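Apoferritin-based anesthetic binding model; compound displacement of fluorescent 1-AMA measured as endpoint fluorescence after 10 minutes at room temperature, scaled to free-ligand and complex controls.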
POLI inh = blocks human DNA polymerase iota activity. actives 1% (n = 390,000). Q9UNA4. Pol iota fluorescent replication assay, 10 min. AID 588590. Potency, µM (top dose mostly 115 µM), inactives show at the top dose activity, negative = inhibition, actives largely listed as inhibitors; further: potency means the concentration at half of the fitted maximal effect
Target sequence (Q9UNA4 whole entry, looked up): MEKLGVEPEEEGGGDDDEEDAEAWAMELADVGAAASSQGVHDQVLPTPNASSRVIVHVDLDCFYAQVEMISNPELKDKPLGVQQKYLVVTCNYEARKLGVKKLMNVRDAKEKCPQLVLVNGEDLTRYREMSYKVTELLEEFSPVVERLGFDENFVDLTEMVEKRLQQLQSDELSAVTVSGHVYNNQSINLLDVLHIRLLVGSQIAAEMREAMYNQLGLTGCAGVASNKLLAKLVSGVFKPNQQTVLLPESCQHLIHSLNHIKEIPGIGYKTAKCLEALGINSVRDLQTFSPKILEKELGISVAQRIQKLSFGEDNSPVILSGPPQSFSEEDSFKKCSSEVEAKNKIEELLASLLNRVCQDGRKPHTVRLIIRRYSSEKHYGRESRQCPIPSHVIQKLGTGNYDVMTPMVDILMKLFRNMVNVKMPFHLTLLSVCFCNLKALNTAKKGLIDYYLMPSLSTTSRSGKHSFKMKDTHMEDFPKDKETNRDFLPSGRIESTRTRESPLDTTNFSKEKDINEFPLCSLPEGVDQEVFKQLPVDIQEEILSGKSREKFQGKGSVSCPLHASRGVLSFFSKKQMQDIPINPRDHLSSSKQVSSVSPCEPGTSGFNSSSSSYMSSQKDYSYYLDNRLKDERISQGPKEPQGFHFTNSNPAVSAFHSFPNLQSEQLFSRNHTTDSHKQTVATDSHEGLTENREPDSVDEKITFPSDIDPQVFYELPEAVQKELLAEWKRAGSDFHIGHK
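Fluorescent replication assay read twice, at 0 min and 10 min after adding 50 nM (final) substrate. Enzyme (10 nM) and compounds were first incubated 15 min at room temperature; enzyme-free buffer wells were negative controls.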
* marks the source's active call; other numbers are inactive results; [ ] = dose if it differs, or a comment. Unless noted, the call rests on the fitted dose curve; in most records, active means well fitted curve in the direction sought with a large enough effect; inconclusive means small, poorly fitted or top-dose-only effect, or another doubt; inactive means no such curve, though single readings can be large; an effect the other way counts as inactive or inconclusive. Only part of the results is shown (hit frequency here may not be typical).

What do the screens show for `COc1ccc(-c2nc(CS(=O)(=O)CC(=O)NCc3ccc(F)cc3)c(C)o2)cc1`?
POLB inh: -2.2%; APEX1 inh: 24.6%; RXFP1 antagonist: 23.0; BLM inh: -1.8%; Pol kappa inh: -2.0%; POLH inh: -10.8%; Tb PGK inh: inactive; Apoferritin bind: 4.0%; POLI inh: 36.1%

What do the screens show for `NS(=O)(=O)c1ccc(CCNC(=O)CN2CCN(c3ccc(F)cc3)CC2)cc1`?
POLB inh: 32.3%; APEX1 inh: -4.8%; BLM inh: -8.4%; Pol kappa inh: -4.3%; POLH inh: -25.7%; Tb PGK inh: -6.7%; Apoferritin bind: 2.9%; POLI inh: 0.3%

Results for CCC(C)(C)NC(=O)C(c1ccc(OC)cc1)N(Cc1ccco1)C(=O)CCC(=O)Nc1cc(C)on1 (stereo not given) ?
POLB inh: inconclusive; APEX1 inh: 3.1%; RXFP1 antagonist: 6.6; BLM inh: 0.9%; Pol kappa inh: -8.8%; POLH inh: -8.4%; Tb PGK inh: inactive; Apoferritin bind: -0.1%; POLI inh: inconclusive

How did O=C(c1ccc(Cl)c(Cl)c1)N1CCC(=O)N(C(COCc2ccccc2)Cc2ccccc2)CC1 (stereo not given) do in these assays?
POLB inh: 1.0%; APEX1 inh: -4.4%; BLM inh: -9.7%; Pol kappa inh: -7.9%; POLH inh: 0.0%; Tb PGK inh: -3.7%; Apoferritin bind: -9.0%; POLI inh: inconclusive

How did O=C(CSc1nnnn1-c1ccccc1)Nc1ccc(N2CCOCC2)cc1 do in these assays?
POLB inh: -1.8%; APEX1 inh: -5.0%; RXFP1 antagonist: -24.0; BLM inh: -1.5%; Pol kappa inh: -5.1%; POLH inh: 1.8%; Tb PGK inh: inactive; Apoferritin bind: -6.8%; POLI inh: 75.5%[activator]

Results for CCCCN(CCCC)S(=O)(=O)c1ccc(N2CCCC2=O)c([N+](=O)[O-])c1 ?
RXFP1 antagonist: -7.9; Pol kappa inh: -10.7%; POLH inh: -10.2%; Tb PGK inh: -8.8%; POLI inh: 17.6%

Results for COc1ccc(NC(=O)c2cc(S(=O)(=O)N3CCCCCC3)cn2C)cc1Cl ?
POLB inh: -0.1%; BLM inh: 0.7%; Pol kappa inh: -11.7%[60.1 µM]; POLH inh: -16.8%; Tb PGK inh: 3.1%; Apoferritin bind: 10.9%; POLI inh: 4.7%

How did Cc1ccsc1C(=O)OCC(=O)NCc1ccc(Cl)cc1 do in these assays?
APEX1 inh: -9.3%; RXFP1 antagonist: 2.1; Pol kappa inh: -20.0%; POLH inh: 5.0%; Tb PGK inh: 5.1%; POLI inh: 25.7%

What do the screens show for `O=C(NNS(=O)(=O)c1cccc(Cl)c1Cl)c1cccc(S(=O)(=O)N2CCOCC2)c1`?
POLB inh: 1.9%; APEX1 inh: 8.2%; RXFP1 antagonist: 17.7; BLM inh: -14.6%; Pol kappa inh: -11.4%; POLH inh: -16.6%; Tb PGK inh: 4.7%; Apoferritin bind: -6.1%; POLI inh: -7.9%

How did COC(=O)[C@]1(Cc2ccccc2)N[C@H](CN(C)C(=O)NC(C)C)[C@@H]2C(=O)N(C)C(=O)[C@@H]21 do in these assays?
APEX1 inh: 17.3%; Pol kappa inh: 10.4%; POLH inh: -23.1%; Tb PGK inh: 5.6%; POLI inh: 30.0%

How did CC(C)OC(=O)CSc1nc(N)c(C#N)c(-c2cccs2)c1C#N do in these assays?
POLB inh: 8.3%; APEX1 inh: 19.7%; RXFP1 antagonist: 7.6; BLM inh: -6.5%; Pol kappa inh: -5.2%; POLH inh: -6.3%; Tb PGK inh: -6.3%; Apoferritin bind: 4.0%; POLI inh: 22.1%

Results for CS(=O)(=O)N1CCCC(C(=O)Nc2ccccc2)C1 (stereo not given) ?
POLB inh: 1.0%; APEX1 inh: -12.0%; RXFP1 antagonist: -6.6; BLM inh: -0.6%; Pol kappa inh: 1.3%; POLH inh: -20.1%; Tb PGK inh: inactive; Apoferritin bind: -11.9%; POLI inh: -5.8%

Results for CCc1ccccc1NC(=O)C(=O)NCCc1sc(-c2cccc(F)c2)nc1C ?
POLB inh: 0.2%; RXFP1 antagonist: -3.2; BLM inh: -3.9%; Pol kappa inh: -12.8%[60.1 µM]; POLH inh: -6.7%; Tb PGK inh: -3.2%; Apoferritin bind: -10.6%; POLI inh: 68.1%[activator]

How did COc1ccccc1N1C(=O)CC(Sc2ncccc2C(=O)O)C1=O (stereo not given) do in these assays?
POLB inh: -21.9%; APEX1 inh: 5.0%; RXFP1 antagonist: -5.9; BLM inh: 2.5%; Pol kappa inh: -9.7%; POLH inh: -8.2%; Tb PGK inh: -4.9%; Apoferritin bind: 2.9%; POLI inh: -0.6%

Results for Cc1ccc(NC(=O)C(c2ccccc2)N2Cc3ccccc3C2=O)cc1Cl (stereo not given) ?
POLB inh: 7.9%; RXFP1 antagonist: 2.8; BLM inh: -7.9%; Pol kappa inh: 2.0%; POLH inh: -24.6%; Tb PGK inh: inactive; Apoferritin bind: 16.8%; POLI inh: 24.0%

Results for CC(CC(=O)C1C(C)C=CCC1(C)C)NNC(N)=O (stereo not given) ?
POLB inh: -9.0%; APEX1 inh: -1.9%; RXFP1 antagonist: -22.7; BLM inh: 1.5%; Pol kappa inh: -3.4%; POLH inh: -8.6%; Tb PGK inh: -0.5%; Apoferritin bind: -17.7%; POLI inh: 28.0%

What do the screens show for `NNC(=O)c1cc(NS(=O)(=O)c2cccs2)cc(NS(=O)(=O)c2cccs2)c1`?
APEX1 inh: -15.9%; RXFP1 antagonist: -24.5; Pol kappa inh: inconclusive; POLH inh: 20µM*; Tb PGK inh: 0.2%; POLI inh: 39.8µM*

What do the screens show for `CCc1nc2ccccc2c(C(=O)OC2CCCCC2=O)c1C` (stereo not given)?
POLB inh: 3.3%; APEX1 inh: -2.0%; RXFP1 antagonist: -5.4; BLM inh: -4.4%; Pol kappa inh: -15.9%; POLH inh: -2.9%; Tb PGK inh: 11.0%; Apoferritin bind: -19.1%; POLI inh: 71.7%[activator]

What do the screens show for `CC1=C(c2ccccc2)C(=S)NC(C)(C)C1`?
POLB inh: -11.6%; APEX1 inh: 0.0%; RXFP1 antagonist: 4.5; BLM inh: 0.1%; Pol kappa inh: -7.9%; POLH inh: -4.8%; Tb PGK inh: 4.9%; Apoferritin bind: -7.3%; POLI inh: -21.6%

Results for COc1ccc(C)cc1NC(=O)Nc1cc(C(=O)NCc2ccc(C)cc2)ccc1N1CCCC1 ?
POLB inh: inconclusive; RXFP1 antagonist: 8.3; BLM inh: 0.6%; Pol kappa inh: -5.0%[60.1 µM]; POLH inh: -4.7%; Tb PGK inh: 3.9%; Apoferritin bind: 2.3%; POLI inh: 46.5%[activator]

3 successive entries out of the list so far, for reference:
What do the screens show for `COc1ccc(-c2nc(CS(=O)(=O)CC(=O)NCc3ccc(F)cc3)c(C)o2)cc1`?
POLB inh: -2.2%; APEX1 inh: 24.6%; RXFP1 antagonist: 23.0; BLM inh: -1.8%; Pol kappa inh: -2.0%; POLH inh: -10.8%; Tb PGK inh: inactive; Apoferritin bind: 4.0%; POLI inh: 36.1%

What do the screens show for `NS(=O)(=O)c1ccc(CCNC(=O)CN2CCN(c3ccc(F)cc3)CC2)cc1`?
POLB inh: 32.3%; APEX1 inh: -4.8%; BLM inh: -8.4%; Pol kappa inh: -4.3%; POLH inh: -25.7%; Tb PGK inh: -6.7%; Apoferritin bind: 2.9%; POLI inh: 0.3%

Results for CCC(C)(C)NC(=O)C(c1ccc(OC)cc1)N(Cc1ccco1)C(=O)CCC(=O)Nc1cc(C)on1 (stereo not given) ?
POLB inh: inconclusive; APEX1 inh: 3.1%; RXFP1 antagonist: 6.6; BLM inh: 0.9%; Pol kappa inh: -8.8%; POLH inh: -8.4%; Tb PGK inh: inactive; Apoferritin bind: -0.1%; POLI inh: inconclusive

(listing goes on)
Results for CCOc1ccc(Nc2nc(C)c(NC(=O)c3cccc(OC)c3)c(Nc3ccc(OCC)cc3)n2)cc1 ?
POLB inh: -0.4%; BLM inh: -18.3%; Pol kappa inh: -9.2%; POLH inh: -29.2%; Tb PGK inh: -1.9%; Apoferritin bind: -2.5%; POLI inh: -17.4%

What do the screens show for `CCOc1ccc(CCNC(=O)c2nnn(CC(=O)Nc3ccc(OC)c(OC)c3)c2N)cc1OCC`?
POLB inh: 23.5%; APEX1 inh: 34.0%; RXFP1 antagonist: -23.4; BLM inh: -2.8%; Pol kappa inh: -4.9%; POLH inh: -12.3%; Tb PGK inh: -3.3%; Apoferritin bind: -16.3%; POLI inh: 0.6%

How did CCn1ncc(C2=NOC(C(=O)Nc3c(C)n(C)n(-c4ccccc4)c3=O)C2)c1C (stereo not given) do in these assays?
POLB inh: 2.6%; APEX1 inh: -3.0%; BLM inh: 0.4%; Pol kappa inh: -16.2%; POLH inh: -4.2%; Tb PGK inh: 2.6%; Apoferritin bind: 1.0%; POLI inh: -6.2%

Results for CCOc1ccccc1CNC(=O)c1ccc2nc(Cc3ccc(OC)cc3)oc2c1 ?
POLB inh: -0.9%; BLM inh: -7.4%; Pol kappa inh: -9.6%[60.1 µM]; POLH inh: -6.6%; Tb PGK inh: -5.0%; Apoferritin bind: -1.0%; POLI inh: -6.1%

Results for CCCC(=O)Nc1nc(-c2ccc3c(c2)OCCO3)cs1 ?
POLB inh: -17.9%; APEX1 inh: -1.4%; BLM inh: -8.7%; Pol kappa inh: -2.8%; POLH inh: -12.1%; Tb PGK inh: -7.7%; Apoferritin bind: -11.8%; POLI inh: 9.6%

What do the screens show for `CC1CCC2(CC1)NC(=O)N(CC(=O)Nc1ccc(C(N)=O)cc1)C2=O` (stereo not given)?
APEX1 inh: 15.5%; RXFP1 antagonist: 8.7; Pol kappa inh: -8.8%; POLH inh: -7.8%; Tb PGK inh: 1.1%; POLI inh: 9.5%

How did COc1ccc2cc(OCC(=O)NNC(=O)Nc3ccc(C(C)=O)cc3)ccc2c1 do in these assays?
POLB inh: inconclusive; APEX1 inh: -17.5%; RXFP1 antagonist: inconclusive; BLM inh: -12.8%; Pol kappa inh: 5.8%; POLH inh: -17.9%; Tb PGK inh: -1.9%; Apoferritin bind: -9.9%; POLI inh: inconclusive

Screens (PubChem)
